Pf apPOL block = Pf-apPOL inhibitors, biochemical, fluorescence. Plasmodium falciparum apicoplast DNA polymerase (apPOL). Recombinant Pf-apPOL, molecular beacon fluorescence, 1.5 h. inhibition, % at 10 µM. 210,000 compounds, 0.25% hits
mHTT-CaM PPI inh = mutant huntingtin-calmodulin interaction inhibitors – biochemical, AlphaScreen, primary screen; 190,000 compounds, 3.6% hits; inhibition, % at 15 µM; AlphaScreen His-mHTT/GST-CaM binding, luminescence; P42858;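 further: 0% = both proteins with DMSO and 100% = one protein alone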
Numbers without * were called inactive; i = inactive; . = not tested or not shown; & = joins results of further samples. No stated cut-off is given here; in the data, active means inhibition above about 50%; inactive means the rest. An excerpt; rates above refer to the full screens.

Sample of the layout, two compounds:
compound,mHTT-CaM PPI inh,Pf apPOL block
Cc1nc(C)c(C(=O)Nc2nc3c(s2)C(=O)CCC3)s1,-4.0,1.3
CC(C)(C)N1C(=O)NC(=O)/C(=C\c2ccc([N+](=O)[O-])s2)C1=O,4.0,-5.0

Results, repeating the preview:
compound,mHTT-CaM PPI inh,Pf apPOL block
Cc1nc(C)c(C(=O)Nc2nc3c(s2)C(=O)CCC3)s1,-4.0,1.3
CC(C)(C)N1C(=O)NC(=O)/C(=C\c2ccc([N+](=O)[O-])s2)C1=O,4.0,-5.0
COc1ccc(-c2nnc(N3CCC(C(=O)NCc4ccncc4)CC3)o2)cc1,-5.6,-2.3
O=C(c1csc(-c2cc3ccccc3[nH]2)n1)N1CCc2ccccc21,3.2,-11.5
Cc1cccc(CC(=O)N2CCC(c3nc4ccncc4n3C(C)C)C2)c1 (stereo unspecified),-2.6,-6.9
Cc1ccc(CS(=O)(=O)N2CCC(CN3CCCCCC3)CC2)cc1,15.8,6.6
COC(=O)c1sccc1S(=O)(=O)Nc1ncc(C)cc1Br,.,3.9
COc1ccc(-c2noc(C3CCCN3C(=O)NCc3ccccc3)n2)cc1 (stereo unspecified),-2.7,-1.9
CCCCNC(=O)c1cccc(C2CCCN(C(=O)c3ccc(OC)cc3)C2)c1 (stereo unspecified),7.7,2.1
CCS(=O)(=O)Nc1cccc(NS(=O)(=O)CC)c1,0.1,-9.3
CC(NC(=O)/C(C#N)=C/c1ccc(Cl)c(Cl)c1)c1ccccc1 (stereo unspecified),-6.0,3.3
CC1CCCCC1NC(=O)CCc1cn(C)c2ccccc12 (stereo unspecified),-2.0,-26.9
Cn1cnc(S(=O)(=O)NCCC2CCN(C(=O)c3ccccc3)CC2)c1,28.1,0.7
Cc1c(Br)cc2nsnc2c1C,.,-10.6
CC(C)(CC(=O)O)CC(=O)NCc1csc2ccccc12,.,2.5&1.0
CC1(C)C2CCC1(C)C(OCC(O)CN1CCOCC1)C2 (stereo unspecified),2.6,-10.0
O=C(NCC1CCCO1)c1ccc(CS(=O)(=O)Cc2ccccc2Cl)o1 (stereo unspecified),-5.0,-13.3
COc1ccc(-c2cc3ccc(O)c(CN4CCCC4)c3oc2=O)cc1OC,-7.1,-5.9
Cc1ccccc1-c1nc(C=C2C=Nc3ccccc32)c(O)o1,6.0,-0.3
CCCNC(=O)C1CCN(c2nc3ccc(CC)cc3s2)CC1,14.0,39.0
Cc1ccc(-c2[nH]ncc2C(=O)c2ccc(F)cc2)c(O)c1,6.8,10.1
Cc1ccc(C2CC(c3ccccc3Cl)n3nc(N)nc3N2)cc1 (stereo unspecified),3.8,-7.2
COC(=O)c1sc(C(C)(C)C)cc1NC(=O)NC(=O)c1c(Cl)cccc1Cl,.,-9.2
Cc1cc(N2CCC(NC(=O)Nc3cc(F)cc(F)c3)C2=O)ccc1F (stereo unspecified),-0.4,-5.9
O=C(c1ccc(F)cc1)N1CCc2ccccc21,-10.0,-2.7
COc1cccc(-c2cc(C(F)(F)F)nc(-n3cc([N+](=O)[O-])c(OC)n3)n2)c1,-1.0,1.7
O=C(CC(=O)Nc1nc(C23CC4CC(CC(C4)C2)C3)cs1)NCc1ccccc1,14.0,-6.6
CC1(C(=O)NC2CCCCC2)CCC(=O)N1Cc1ccc(F)cc1Cl (stereo unspecified),-1.0,1.4
Cc1nnsc1C(=O)NNS(=O)(=O)c1c(C)noc1C,.,5.5
CN(C)c1ncncc1N1CCC(C(=O)NC2CCCCC2)CC1,-0.6,0.0
Cc1ccc2c(Nc3cccc(C(F)(F)F)c3)c(C(=O)N3CCOCC3)cnc2n1,-5.8,-10.9
CC(C)CC1C(=O)N(Cc2cn(CCC3OCCCO3)nn2)CCS(=O)(=O)N1Cc1ccc(-c2ccncc2)cc1 (stereo unspecified),31.4,-2.5
FC(F)Oc1ccccc1C=Nc1ccc(Cl)cc1,.,-8.0
CC(C)C(=O)NCc1csc(C2CCCN(C(=O)c3ccoc3)C2)n1 (stereo unspecified),-0.3,-6.7
Cc1ccc(NC(=O)C2CCCN(c3nccnc3Oc3ccccc3C)C2)cc1Cl (stereo unspecified),6.6,-2.3
Cc1ccccc1N1CCN(C(=O)c2cn3ccccc3n2)CC1,38.3,3.3
COc1ccc(-c2cc(=O)c3cc(F)ccc3o2)cc1OC,0.3&-5.4,-4.2&-1.1
CCOC(=O)c1cnn(-c2ccccc2)c1NC(=O)CSc1nc2ccccc2o1,.,5.3
COCCn1c(C2CCN(S(=O)(=O)c3ccc4c(c3)CCC4)C2)nc2cccnc21 (stereo unspecified),2.0,-9.5
O=C(NC(Nc1cc(Cl)ccc1Cl)C(=O)c1ccccc1)c1ccco1 (stereo unspecified),6.0,1.3
Cc1ccc(-c2ccc3nn(CC(=O)NC4CCCCC4)c(=O)n3n2)cc1C,-7.5,-5.9
COc1cccc2cc(C(=O)Nc3cc(C(F)(F)F)ccc3Cl)c(=O)oc12,0.0,-2.5
Cc1cccc(NS(=O)(=O)c2cccc([N+](=O)[O-])c2)c1,6.5,-4.5
COCCNC(=O)CN1C(=O)/C(=C/c2cccc(Cl)c2)Sc2ccccc21,11.0,-7.4
CCCc1c(C(=O)Nc2cc(C(F)(F)F)ccc2Oc2ccsc2C(=O)OC)cnn1-c1ccccc1,.,2.2
CC(C)N(CCCNC(=O)Cn1cc2c(n1)CCCCC2)Cc1ccccc1,0.0,0.0
CCCCS(=O)(=O)NCC#CCN1CCc2ccccc2C1,0.0,0.4
O=C(Nc1c2c(nn1-c1ccc([N+](=O)[O-])cc1)CSC2)c1cc(Cl)ccc1[N+](=O)[O-],15.0,1.8
C=C(C)CN(CC)C(=O)c1nc(C)oc1C,-7.3,1.6
CN(C)c1ccc(Nc2c([N+](=O)[O-])cc([N+](=O)[O-])c3cccnc23)cc1,87.0*,-12.5
CC(O)(CNC(=O)Nc1ccc(F)cc1)c1cccs1 (stereo unspecified),-6.0,1.4
Cc1nc2cc(C(=O)O)ccc2n1-c1ccc(F)cc1F,-1.0,-1.4
N/C(=N\OC(=O)Cc1ccc(Cl)cc1)c1ccncc1,i,-9.7
Cc1cc(C)cc(C(=O)N2CCCC2c2nc(-c3cccc(C)c3)no2)c1 (stereo unspecified),-10.4,-0.9
O=C(CCN1C(=O)c2ccccc2C1=O)Nc1cccc(C(F)(F)F)c1,2.0,4.1
CC(NC(=O)C(=O)Nc1cccc(F)c1)c1ccccc1 (stereo unspecified),-1.7,-9.9
Cc1ccc2c(c1)C(=O)CCN2,-2.9,-2.0
O=C(OCc1cc(-c2cccs2)on1)c1cc(-c2ccco2)on1,-11.6,-10.4
O=C(NC1CC1)C1CCCN(c2nc3ccsc3c(=O)n2Cc2ccccc2)C1 (stereo unspecified),-9.0,-4.8
O=C(NC1CCN(c2ccccc2C(=O)NC2CC2)CC1)c1ccccc1F,3.9,-9.2

A second format for some results above:
Every second line gives: mHTT-CaM PPI inh, Pf apPOL block
- COCCNC(=O)CN1C(=O)/C(=C/c2cccc(Cl)c2)Sc2ccccc21
 : 11.0, -7.4
- CC(O)(CNC(=O)Nc1ccc(F)cc1)c1cccs1 (stereo unspecified)
 : -6.0, 1.4

Next part:
compound,mHTT-CaM PPI inh,Pf apPOL block
Cc1ccc(N2C(=O)CCS2(=O)=O)cc1S(=O)(=O)Nc1cccc2cccnc12,74.6*,-119.6
COc1cccc(NC(=O)Cn2nnc(-c3ccccc3F)n2)c1,-4.1,3.7
Cc1ccc(NC(=O)c2ccc3c(c2)nnn3Cc2ccc(F)cc2)nc1,-10.3,-2.8
Cc1noc(C2CN(CC(=O)N3CCC(Cc4ccccc4)CC3)C2)n1,-4.0,-5.2
COc1cccc(C2CC(c3ccc(OC(F)F)cc3)n3nnnc3N2)c1 (stereo unspecified),9.0,-6.9
CC(C)(C)n1nc2c(c1NC(=O)c1ccc(Cl)cc1)CSC2,47.0,-4.2
CN(C)CCNC(=O)C(=O)NCC1COC2(CCCCC2)O1 (stereo unspecified),-2.1,-2.7
CC(C)CC(=O)Nc1ccc(N2CCCC2)cc1,9.1,-0.5
CC(=O)Nc1ccccc1NC(=O)COc1ccc(Cl)c(C)c1,2.1,-1.9
Cc1cc2nc(Sc3c([N+](=O)[O-])ncn3C)[nH]c2cc1C,5.0,-1.7
COc1ccc(/C=C/C(=O)Nc2cc(C(F)(F)F)ccc2Cl)cc1,-13.0,0.8
CCOC(CCn1c(SCc2cccc([N+](=O)[O-])c2)nc2ccccc2c1=O)OCC,-1.0,14.1
CCN1CCN(S(=O)(=O)CCNC(=O)CCc2ccc(OC)cc2)CC1,-14.6,-5.6
O=C(Nc1ccc2oc(Cc3ccc(Cl)cc3)nc2c1)c1cccc([N+](=O)[O-])c1,12.0,-5.6
CSc1ccc(C=Nc2cccc3c(=O)[nH][nH]c(=O)c23)cc1,-3.0,-0.3
CC(=O)N(C)CC(=O)N1N=C(c2ccccc2Cl)CC1c1ccc(F)cc1 (stereo unspecified),32.8,0.4
O=C(COc1ccc(Br)cc1)Nc1cccc(NC(=O)c2ccccc2Cl)c1,-8.3,-1.7
CCOC(=O)NC12CC3CC(CC(CC)(C3)C1)C2,-17.2,-2.6
COc1ccc(CN2CCN(c3ccc([N+](=O)[O-])cc3)CC2)cc1OCc1ccccc1,40.8,-0.1
CCCNC(=O)c1sc2c(Cl)c(OC)ccc2c1Cl,100.3*,-2.0
COc1cccc(CNC(=O)C2=C(C)C(=O)OC23CCCCC3)c1,-11.0,8.2
CCCn1c(C2CCN(C(=O)c3ccc(C)c(N4CCCC4=O)c3)C2)nc2cccnc21 (stereo unspecified),1.3,0.3
CC(C)Oc1ccc(CNC(=O)c2cccnc2N2CCNC(c3ccccc3)C2)cc1 (stereo unspecified),11.4,-7.8
CC(C)(O)C#Cc1ccc(N2C(c3ccsc3)=Cc3ccc(F)cc3C2c2c[nH]c3ccccc23)cc1 (stereo unspecified),0.8,1.2
COc1ccc(C(=O)COc2ccc3c(c2)OC(=Cc2cc(OC)c(OC)cc2OC)C3=O)cc1,-6.1,3.8
CCCN1C(=O)Cc2ccccc2C1C(=O)NCc1ccccc1F (stereo unspecified),-13.2,3.7
CCn1ccc(C(=O)N2CCCC2c2ccc(Cl)cc2)n1 (stereo unspecified),-3.4,0.9
COc1ccccc1C(=O)N1CCN(c2ccc(Cl)cc2C)C(=O)C1C (stereo unspecified),-5.4,-5.0
O=C(/C=C1\Sc2ccccc2N(Cc2ccc(F)cc2)C1=O)NCCc1ccccc1,-16.0,10.0
COc1ccc(C(=O)c2ccc(OC)cc2)cc1,-7.2,-4.1
COc1ccc(C(=O)Nc2ccc(-c3nc4ccccc4s3)c(O)c2)cc1OC,-1.0,3.4
CCOc1ccccc1NC(=O)N1CCc2c(c(COc3ccccc3)nn2C)C1,20.4,-3.1
CC1CCN(S(=O)(=O)c2cccn(Cc3ccccc3)c2=O)CC1,-9.7,-1.6
O=C(Nc1cccc([N+](=O)[O-])c1)c1ccc2c(c1)C(=O)N(c1ccccn1)C2=O,9.0,2.8
COC1OC(CO)C(O)C(O)C1O (stereo unspecified),.,0.3
COCc1cc(=O)[nH]c(-c2ccc(C(F)(F)F)cn2)n1,.,-39.8
Cc1cc2nc(-c3ccc(C)c(NC(=O)c4ccccc4[N+](=O)[O-])c3)oc2cc1C,4.9,4.8
Cc1cc(OC(=O)c2ccccc2)n(-c2ccccc2)n1,.,-0.2&-22.4
COC(=O)CNC(=O)N1CCCCCC1c1ccc(C)cc1 (stereo unspecified),-6.8,-3.1
CC(C)NC(=O)C1CN(C(=O)c2ccc(Cl)cc2)CC1c1cccc(F)c1 (stereo unspecified),14.0,-11.8
O=C(NN1CC(=O)N(c2cc(Cl)cc(Cl)c2)CC1=O)c1cccs1,.,-1.7&-8.4
O=C1C(=Cc2ccc(SC3CCCCC3)c([N+](=O)[O-])c2)SC(=S)N1c1ccccc1Cl,.,-5.9
COc1cc(CC(=O)O)c(C(C)=O)cc1OC,3.8,-2.9
O=[N+]([O-])c1cccc(/C=C/c2ccccn2)c1,-2.1,67.3*
CCCOc1ccc(/C=C2/N=C(c3ccc(F)cc3)OC2=O)cc1OC,11.0,-5.9
COCCNC(=O)c1cncc(-c2cc(C)ccc2C)c1,-3.3,-5.1
CC(C)c1cc(C(=O)N2CCN(C(C)C)CC2)nc2ccnn12,2.6,-2.1
Nc1ccc2c(c1)OC1(CCCCC1)O2,38.0&48.0,-9.4

Nothing new here: an excerpt of the list.
compound,mHTT-CaM PPI inh,Pf apPOL block
COc1ccc(C(=O)Nc2ccc(-c3nc4ccccc4s3)c(O)c2)cc1OC,-1.0,3.4
CCOc1ccccc1NC(=O)N1CCc2c(c(COc3ccccc3)nn2C)C1,20.4,-3.1
CC1CCN(S(=O)(=O)c2cccn(Cc3ccccc3)c2=O)CC1,-9.7,-1.6
O=C(Nc1cccc([N+](=O)[O-])c1)c1ccc2c(c1)C(=O)N(c1ccccn1)C2=O,9.0,2.8
